ERp5 block: blocks human ERp5 reductase activity on insulin | Q15084 | ERp5 insulin aggregation, absorbance 650 nm, 90 min | inhibition, % at 9.99 µM | 350,000 tested, 0.05% active | AID 651711;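 active means mean replicate inhibition above about 25%, with every replicate also reaching it, limit read from the data, passing the limit was not always enough; inconclusive means only one of those two criteria met; inactive means neither criterion met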
Target sequence (Q15084 whole entry, looked up): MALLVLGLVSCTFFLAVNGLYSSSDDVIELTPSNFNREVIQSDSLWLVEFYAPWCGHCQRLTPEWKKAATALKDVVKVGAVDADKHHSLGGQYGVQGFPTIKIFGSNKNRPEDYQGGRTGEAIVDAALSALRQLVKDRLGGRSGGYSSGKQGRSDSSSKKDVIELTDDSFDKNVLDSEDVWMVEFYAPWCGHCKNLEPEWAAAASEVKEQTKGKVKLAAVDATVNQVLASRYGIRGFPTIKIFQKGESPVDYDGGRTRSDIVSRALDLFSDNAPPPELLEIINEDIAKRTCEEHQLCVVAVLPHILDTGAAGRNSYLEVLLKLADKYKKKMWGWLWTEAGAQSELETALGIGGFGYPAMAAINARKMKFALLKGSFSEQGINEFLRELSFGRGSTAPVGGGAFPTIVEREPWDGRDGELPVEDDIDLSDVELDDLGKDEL
miR-122 sensor: blocks miR-122 activity in Huh7 sensor cells | Huh7 miR-122 Renilla luciferase sensor, 48 h; neutral wells = 0, positive control = 100 | activation (reporter increase), % at 12.5 µM | 340,000 tested, 0.3% active | AID 602342;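 active means mean replicate activation score at least 90 and every replicate individually at or above 90; inconclusive means only one of the two criteria met; inactive means neither criterion met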;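 further: higher luciferase means less miR-122 activity so hits act as miR-122 inhibitors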
Casp6 inh: blocks human caspase-6 cleavage activity | P55212 | purified caspase-6, Z-VEID-R110 cleavage fluorescence | inhibition, % at 12.5 µM | 350,000 tested, 0.53% active | AID 686996;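 active means mean inhibition across replicates at least about 35%, with every replicate also reaching that limit, limit read from the data; inconclusive means only one of the two criteria met; inactive means neither criterion met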;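 further: 0% = median of neutral control wells and 100% = no fluorescence left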
Target sequence (P55212 24-179 limits assumed): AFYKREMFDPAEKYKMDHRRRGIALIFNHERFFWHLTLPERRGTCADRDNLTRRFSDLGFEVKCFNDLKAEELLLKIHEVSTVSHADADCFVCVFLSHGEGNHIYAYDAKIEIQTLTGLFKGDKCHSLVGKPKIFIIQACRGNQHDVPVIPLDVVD
Target sequence (P55212 194-293 limits assumed): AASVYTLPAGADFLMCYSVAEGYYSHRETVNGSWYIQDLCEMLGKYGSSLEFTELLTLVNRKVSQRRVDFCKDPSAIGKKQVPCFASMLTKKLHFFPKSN
DENV2 CPE rescue: DENV2-induced cell death inhibition | DENV2-infected cells, cytopathic effect rescue, plate reader | CPE inhibition, % at 9.99 µM | 350,000 tested, 1.7% active; in the data active means CPE inhibition above about 20%, passing the limit was not always enough; inconclusive means no clear call, values can overlap the other calls; tested in BHK-21 cells;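 further: 0% = median of neutral control wells and 100% = median of positive control wells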
CFTR F508del cor: correctors of CFTR F508del function in bronchial epithelial cells; activity (quench increase), % at 7.58 µM; CFBE cells, YFP halide quenching; stimulated with forskolin plus potentiator P3; % fluorescence drop versus neutral controls; 350,000 tested, 0.36% active;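 active means mean added fluorescence quench of at least 8% versus neutral control, with both replicates also reaching 8%; inconclusive means only one of the mean or replicate conditions met; inactive means mean below 8% and not both replicates reaching 8%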;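 further: cells transiently co-express mutant CFTR-F508del with the halide-sensitive YFP; corrector assay measuring rescue of mutant channel to the surface after 24 h compound exposure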
ERAP1 HTS inh: inhibitors of human ERAP1 aminopeptidase; Q9NZ08; recombinant ERAP1, Leu-AMC fluorescence, 60 min; inhibition, % at 10.7 µM; 340,000 tested, 0.15% active;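 active means mean replicate inhibition of at least 30%, or all replicates individually reaching that 30% level; inactive means mean below 30% and not every replicate reaching it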;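 further: 0% = neutral control wells and 100% = L-leucinethiol positive control wells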
SIRT5 inh: inhibitors of human sirtuin-5 desuccinylase; Q9NXA8; Purified SirT5, succinyl-peptide AMC, trypsin-coupled fluorescence; inhibition, % at 15 µM; 330,000 tested, 1.1% active; in the data active means inhibition above about 15%; inconclusive means no clear call, values can overlap the other calls
Active calls of the source: *; ? = inconclusive; nt = no result given; [ ] = another dose, or the depositor's remark.

SMILES	ERp5 block	miR-122 sensor	Casp6 inh	DENV2 CPE rescue	CFTR F508del cor	ERAP1 HTS inh	SIRT5 inh
COC(=O)C1=C(C)N(Cc2ccccc2C(F)(F)F)C(=NCc2ccc(C(F)(F)F)cc2)NC1c1cccc(F)c1 (stereo not drawn)	1	nt	-2	-11	2.6	1	-1
Nn1c(SCC(=O)Nc2nc3ccccc3s2)nncc1=O	-2	nt	1	-2	-2.9	2	-3
CCCC(=O)NC(=S)Nc1ccc(C(C)=O)cc1	11	nt	0	1	nt	-2	-2
CCC1=C(OC(=O)N(CC)CC)N2C(=O)OC(=NCC(=O)OC)[C@]2(Cc2ccccc2)[C@H]2C1=CC[C@H]1C(=O)N(CC(=O)OC)C(=O)[C@H]12	0	9	-1	5	-0.5	2	3
CC(C)(C)C(=O)N1CCC[C@H]1C(O)(c1ccccc1)c1ccccc1	-3	12	-3	-17	-0.9	-5	-2
CC(C)n1cc([C@@H]2C[C@H]3CN(Cc4cccc(Cl)c4)C(=O)[C@]34CCCN24)cn1	0	nt	5	-2	2.8	-4	-2
CCN(C(=O)CSc1nnc(-c2ccc(F)cc2)c2ccccc12)C1CCS(=O)(=O)C1 (stereo not drawn)	-2	nt	1	nt	3.9	-1	-6
CCOc1ccc(NC(=O)CN(c2ccc(OCC)cc2)S(=O)(=O)c2c(C)[nH]c(=O)[nH]c2=O)cc1	2	nt	5	4	1.0	3	0
O=C(Nc1cc(S(=O)(=O)N2CCOCC2)ccc1N1CCCC1)c1cc(=O)[nH]c2ccccc12	-2	nt	-5	-4	-0.3	6	1
CC(=O)c1cccc(CN2CCN(C(C)C)C(CCO)C2)c1 (stereo not drawn)	3	nt	-4	-1	1.6	1	-3
O=C(CSc1nnc2ccccn12)N1CCc2ccccc2C1	-4	nt	2	nt	nt	5	3
O=C(C[C@@H]1CC[C@H]2[C@@H](COC[C@@H](O)CN2C(=O)c2ccc(F)cc2)O1)N1CCOCC1	7	-2[16.7 µM]	1	-1	1.4	0	6
C[C@H]1CN([C@@H](C)CO)C(=O)Cc2cc(NS(=O)(=O)c3ccc(Cl)cc3)ccc2O[C@@H]1CN(C)Cc1ccc(C(=O)O)cc1	7	-6[16.7 µM]	1	2	-0.9	-1	-14
CN(CC(=O)NCc1ccc2c(c1)OCO2)S(=O)(=O)c1ccc(Cl)cc1	3	-11	-1	1	-1.2	-1	-6
O=C(C(=O)N1CCN(Cc2ccccc2)CC1)c1c[nH]c2ccccc12	-4	2	1	-1	-2.6	nt	nt

6 entries drawn at random from those above, as already listed:
SMILES	ERp5 block	miR-122 sensor	Casp6 inh	DENV2 CPE rescue	CFTR F508del cor	ERAP1 HTS inh	SIRT5 inh
CN(CC(=O)NCc1ccc2c(c1)OCO2)S(=O)(=O)c1ccc(Cl)cc1	3	-11	-1	1	-1.2	-1	-6
O=C(Nc1cc(S(=O)(=O)N2CCOCC2)ccc1N1CCCC1)c1cc(=O)[nH]c2ccccc12	-2	nt	-5	-4	-0.3	6	1
CCCC(=O)NC(=S)Nc1ccc(C(C)=O)cc1	11	nt	0	1	nt	-2	-2
O=C(C[C@@H]1CC[C@H]2[C@@H](COC[C@@H](O)CN2C(=O)c2ccc(F)cc2)O1)N1CCOCC1	7	-2[16.7 µM]	1	-1	1.4	0	6
COC(=O)C1=C(C)N(Cc2ccccc2C(F)(F)F)C(=NCc2ccc(C(F)(F)F)cc2)NC1c1cccc(F)c1 (stereo not drawn)	1	nt	-2	-11	2.6	1	-1
Nn1c(SCC(=O)Nc2nc3ccccc3s2)nncc1=O	-2	nt	1	-2	-2.9	2	-3

New compounds follow.
SMILES	ERp5 block	miR-122 sensor	Casp6 inh	DENV2 CPE rescue	CFTR F508del cor	ERAP1 HTS inh	SIRT5 inh
CCN(CC)P(=O)(Nc1ccc(SC(F)F)cc1)c1ccc(N(C)C)cc1NC(=O)c1ccco1 (stereo not drawn)	0	nt	-3	0	3.6	-4	5
Cc1ccc(NC(=O)N(CCC#N)Cc2ccccc2)cc1	8	nt	1	1	0.8	nt	nt
Cc1ccccc1C(=O)N[C@H](C(=O)N1CCC[C@H]1C(=O)NC1CCCC1)C1CCCCC1	3	nt	2	-7	-4.6	4	-1
O=C(N/N=C/c1cccs1)c1cc(-c2ccc(Cl)s2)[nH]n1	1	-5	0	-4	-1.8	-2	-1
COc1ccc(NC(=O)Nc2ccc3c(c2)CC(=O)N([C@@H](C)CO)C[C@@H](C)[C@H](CN(C)S(=O)(=O)c2ccc(Cl)cc2)O3)cc1	1	-5[16.7 µM]	2	10	-0.4	1	9
N#CC1(NC(=O)COC(=O)CCN=C2NS(=O)(=O)c3ccccc32)CCCCC1	4	-4	2	1	3.5	-3	0
CS(=O)(=O)N1CCN(C(=O)c2cccnc2)CC1	5	9	3	nt	-0.1	-2	-1
O=[N+]([O-])c1cccc(CON=Cc2ccccc2O)c1	-3	nt	nt	-9	-1.4	1	-4
COc1ccc(NC(=O)N2CCCCN3[C@H](CO)[C@H](c4ccc(-c5ccccc5F)cc4)[C@H]3C2)cc1	-2	-9[16.7 µM]	1	-25	-1.7	1	-2
CO[C@H]1CN(C)C(=O)c2cc(NC(C)=O)ccc2OC[C@H](C)N(Cc2cc(F)ccc2F)C[C@@H]1C	-4	3[16.7 µM]	0	?	0.9	1	0
CCc1nnc(NS(=O)(=O)c2ccc(NC(=O)CCC(=O)O)cc2)s1	6	-5	-1	-4	2.2	3	0
CCCNC(=O)C[C@H]1CC[C@@H]2[C@@H](COc3ccc(NC(=O)c4cc(F)cc(F)c4)cc3C(=O)N2C)O1	nt	17[16.7 µM]	nt	1	0.2	nt	nt
CCOc1ccc(-n2c(=S)sc3c(=O)[nH]c(SCC(=O)N4CCC(C)CC4)nc32)cc1	-8	-5	43*	nt	nt	4	nt
COc1cccc(CC(=O)Nc2ccc(S(=O)(=O)Nc3nc(C)cc(C)n3)cc2)c1	3	nt	2	-3	0.9	-3	2
O=C(Nc1ccccc1NC(=O)c1ccc(F)cc1)c1ccc(F)cc1	3	4	-1	0	1.4	-6	-6
COc1ccc(C(=O)c2[nH]c(N)c(C(=O)NCCc3c[nH]c4ccccc34)c2-c2ccc(OC)c(OC)c2)cc1	-1	nt	-1	-8	1.8	0	nt
CC(C)[C@H](NC(=O)C1CCN(S(=O)(=O)c2ccc(F)cc2)CC1)C(=O)NCc1ccco1	5	-2	-5	0	2.6	-2	4
C#CC(CC)(CC)NC(=O)NC1CCCCC1	1	nt	3	6	-3.2	0	4
Cc1cccc(-n2nc3c(c2NC(=O)c2cc4ccccc4o2)CS(=O)(=O)C3)c1	1	nt	1	-5	-0.4	0	-9
C[C@@H]1CCCCO[C@@H](CN(C)C(=O)NC2CCCCC2)[C@H](C)CN([C@@H](C)CO)C(=O)c2cc(NC(=O)NC3CCCCC3)ccc2O1	1	-3[16.7 µM]	0	3	-1.4	2	2
O=C(NC(=S)Nc1cc([N+](=O)[O-])ccc1O)C1CC1	1	nt	0	-3	-2.3	2	6
CCC(=O)c1ccc(OCC(=O)OCC(=O)NCC2CCCO2)cc1 (stereo not drawn)	-10	-2	-1	10	1.7	1	-6
Cc1ccc(C)c(OCCC(=O)OCC(=O)NNC(=O)c2ccccc2)c1	14	nt	1	-5	0.2	0	2
CNc1ccccc1C(=O)OC	0	1	-1	7	-3.1	8	nt
O=C(C(=O)N1CCN(CCN2CCOCC2)CC1)c1ccccc1	1	nt	-5	4	1.3	-1	nt
Cc1ccccc1S(=O)(=O)/N=C(/c1ccccc1)N1CCOCC1	-3	nt	5	1	-0.7	-4	16*
COc1cccc(-c2nnc(NC(=O)CCS(=O)(=O)c3ccc(C)cc3)o2)c1	-8	-6	-7	-11	-0.3	0	-1
CCSc1cc(C)nc2c(-c3ccccc3)cnn12	nt	nt	-5	-3	0.5	3	-1
Cc1ccc(C(C(=O)NC(C)(C)C)N(Cc2ccco2)C(=O)CCC(=O)Nc2ccccn2)cc1 (stereo not drawn)	2	-6	1	?	2.1	2	-1
CCS(=O)(=O)N1[C@H](C#N)[C@H](c2ccc(C#Cc3ccccc3F)cc2)[C@@H]1CO	3	nt	0	-1	-3.4	1	3
CC1CCCN(C(=O)COC(=O)c2cccc(NS(=O)(=O)c3ccccc3)c2)C1 (stereo not drawn)	-7	nt	3	-2	-0.1	-5	6
N#CCC(=O)Nc1ccc(C(=O)NCC2(N3CCOCC3)CCCCC2)cc1	-2	nt	-2	2	-0.3	-4	1
Cc1ccc(Cc2c(-c3ccco3)nc3c4ccccc4ccn23)cc1	2	9	0	9	-3.3	-3	-3
Cc1ccc(S(=O)(=O)NCCSc2nnnn2-c2ccc(C(N)=O)cc2)cc1	4	15	0	-12	-2.2	-2	-1
O=C(NC1CC1)c1ccc2nc([C@H]3C[C@H](O)[C@@H](CO)O3)[nH]c2c1	4	-4	7	5	0.6	2	nt
CCOP(=O)(OCC)/C(C#N)=C/c1c[nH]c2ccccc12	2	11	3	?	-2.1	7	4
C[C@H]1CN([C@@H](C)CO)S(=O)(=O)c2ccc(C3=CCCC3)cc2O[C@H]1CN(C)S(=O)(=O)c1cn(C)cn1	1	-21[16.7 µM]	2	6	-0.8	1	-11
Cc1ccc(NC(=O)c2cc([N+](=O)[O-])ccc2Cl)c(O)c1	-2	25	32	-1	-0.1	1	-2
O=C(NNC(=S)Nc1ccccc1C(F)(F)F)c1cccnc1	1	nt	-1	-1	3.5	4	2
CCC(=O)Nc1ccc2c(c1)C(=O)N(C)C[C@H](OC)[C@H](C)CN(C(C)=O)[C@H](C)CO2	4	1[16.7 µM]	2	11	nt	-4	1
COc1ccc(Cl)cc1Cn1c(C)c(C(=O)NCc2ccc3c(c2)OCCO3)sc1=O	6	nt	-1	-1	-0.2	nt	nt
O=C(C[C@H]1C=C[C@H](NC(=O)c2ccncc2)[C@@H](CO)O1)NCC1CC1	0	12[16.7 µM]	3	0	1.5	-5	0
COc1ccc(S(=O)(=O)NCCCCOc2ccc(Cl)cc2)cc1	-7	58	-4	9	0.0	0	-2
Cc1cc(=O)[nH]c(SCCc2ccccc2)n1	3	-5	-1	16	-0.2	1	-3
CCc1ccc(CC2(O)CC(C)N(C)CC2C)cc1 (stereo not drawn)	-7	nt	5	4	nt	-4	-16
CCCn1c(N)c(N(CCOC)C(=O)c2ccc(F)cc2)c(=O)[nH]c1=O	-2	-2	-2	-4	-1.4	1	5

Four entries from above, set out differently.
compound | ERp5 block | miR-122 sensor | Casp6 inh | DENV2 CPE rescue | CFTR F508del cor | ERAP1 HTS inh | SIRT5 inh
N#CCC(=O)Nc1ccc(C(=O)NCC2(N3CCOCC3)CCCCC2)cc1 | -2 | nt | -2 | 2 | -0.3 | -4 | 1
Cc1ccc(Cc2c(-c3ccco3)nc3c4ccccc4ccn23)cc1 | 2 | 9 | 0 | 9 | -3.3 | -3 | -3
Cc1ccc(S(=O)(=O)NCCSc2nnnn2-c2ccc(C(N)=O)cc2)cc1 | 4 | 15 | 0 | -12 | -2.2 | -2 | -1
O=C(NC1CC1)c1ccc2nc([C@H]3C[C@H](O)[C@@H](CO)O3)[nH]c2c1 | 4 | -4 | 7 | 5 | 0.6 | 2 | nt

Compound activity (PubChem BioAssay)
